Assay outcomes (PubChem BioAssay)
AMA1 RON2 block – AMA1-RON2 (P. falciparum) interaction inhibition; AID 720542; AlphaScreen AMA1-biotinylated RON2 peptide binding; 0.2% of 360,000 active; Potency, µM (highest dose often 58.2 µM), for inactives: top-dose activity change, negative = inhibition, most hits filed as inhibitors;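 note: potency is the fitted concentration of half-maximal effect; 0% = vehicle wells and -100% = peptide control; nearly all actives have a fitted effect of over 45% in size; some results filed as inactive show a strong effect at the top dose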
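AMA1 (3D7) with his tag at 25 nM final met compounds first, then biotinylated RON2 peptide at 25 nM; detection used donor plus acceptor beads, 10 µg/mL apiece, read by AlphaScreen after 30 min at room temperature.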
AmpC detergent – AmpC beta-lactamase inhibition with detergent present; P00811; AmpC hydrolysis of nitrocefin, absorbance 480 nm, 0.01% Triton; Potency, µM (doses to about 114 µM), without a hit: top-dose activity change, negative = inhibition, actives largely listed as inhibitors; 0.041% of 370,000 active; AID 485294;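 note: potency is the fitted concentration of half-maximal effect; 0% = no-compound wells and -100% = no-enzyme wells; nearly all actives have a fitted effect of over 25% in size; some results filed as inactive show a strong effect at the top dose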
Target sequence (P00811 whole entry, looked up): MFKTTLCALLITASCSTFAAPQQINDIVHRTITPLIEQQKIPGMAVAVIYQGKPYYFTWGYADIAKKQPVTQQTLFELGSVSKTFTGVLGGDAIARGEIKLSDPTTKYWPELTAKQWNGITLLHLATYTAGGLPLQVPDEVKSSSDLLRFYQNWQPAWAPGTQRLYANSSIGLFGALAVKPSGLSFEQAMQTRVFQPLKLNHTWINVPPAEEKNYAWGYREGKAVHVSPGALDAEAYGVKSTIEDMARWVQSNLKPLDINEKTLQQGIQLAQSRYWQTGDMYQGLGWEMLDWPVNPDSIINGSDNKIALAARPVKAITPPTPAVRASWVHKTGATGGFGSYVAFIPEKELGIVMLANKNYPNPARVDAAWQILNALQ
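AmpC (5.3 nM in the dispensed reagent) in 20 mM phosphate pH 7.0 with 0.01% (detergent screen) or 0.0001% Triton X-100 was preincubated with compounds for 15 min at room temperature. Nitrocefin was then added from an 800 uM solution, and hydrolysis was followed at 480 nm.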
AmpC no deterg – blocks E. coli AmpC beta-lactamase in detergent-free assay; 0.52% of 330,000 active; AID 485341; AmpC nitrocefin hydrolysis, absorbance 480 nm, 0.0001% Triton; P00811; Potency, µM (titrated, usually from 57.1 µM), for the others: top-dose activity change, negative = inhibition, hits mostly inhibitors;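 note: potency is the fitted concentration of half-maximal effect; plate controls were no compound for no effect and no enzyme for full effect; nearly all actives have a fitted effect of over 20% in size; some results filed as inactive show a strong effect at the top dose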
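20 mM phosphate pH 7.0 + 0.01% (detergent screen) or 0.0001% Triton X-100; 5.3 nM AmpC reagent; cpd preinc 15 min RT; nitrocefin (800 uM stock) to start; A480 q20 s × 4 min; Activity was normalised to no-enzyme and no-compound control wells.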
FBPA Giardia inh – Giardia lamblia aldolase inhibition | A8B2U2 | purified Giardia FBPA | Potency, µM (series often up to 59.6 µM), for the others: top-dose activity, negative = inhibition, hits mostly inhibitors | 0.71% of 290,000 active; note: potency is the fitted concentration of half-maximal effect; % is set by controls: 0 for no effect and ±100 for the full control effect; nearly all actives have a fitted effect of over 55% in size
Target sequence (A8B2U2 whole entry, looked up): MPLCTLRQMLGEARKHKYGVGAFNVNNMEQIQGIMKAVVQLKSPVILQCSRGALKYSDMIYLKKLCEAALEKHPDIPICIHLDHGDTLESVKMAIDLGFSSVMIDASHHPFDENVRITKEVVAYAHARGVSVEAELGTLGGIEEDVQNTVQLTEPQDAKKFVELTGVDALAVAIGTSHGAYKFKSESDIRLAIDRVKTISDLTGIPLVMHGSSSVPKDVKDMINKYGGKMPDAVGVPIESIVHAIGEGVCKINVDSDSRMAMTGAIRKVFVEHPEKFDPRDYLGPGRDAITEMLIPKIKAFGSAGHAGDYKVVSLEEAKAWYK
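Giardia FBPA (40 nM reagent) was preincubated 10 min at RT with compound (up to 57.5 uM final), then substrate plus GAPDH/TPI/NAD/arsenate coupling system with diaphorase/resazurin was added; resorufin fluorescence (525/598 nm) was read after 20 min.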
Shiga inhibitor – Shiga toxin inhibition. Vero cells, Shiga toxin protein synthesis inhibition reporter. inhibition, % at 38.7 µM. 9.2% of 290,000 active; in the data active = inhibition mostly above about 28%, no sharp cut-off; inactive = mostly below about 43%; note: 0% is about no effect
HCMV antiviral – blocks human cytomegalovirus replication; HFF cells, HCMV-luciferase reporter, 72 h; active compounds read low; activity change, negative = inhibition, % at 57.5 µM; 4.5% of 410,000 active; in the data active = activity change below about -60%; inconclusive = no clear call, values can overlap the other calls; inactive = above about -39%; note: % is set by controls: 0 for no effect and ±100 for the full control effect
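Compounds were evaluated in HFFs infected with an HCMV luciferase reporter virus (MOI 1 PFU/cell). Luciferase in lysates collected 72 h post infection served as the replication measure.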
Cycloheximide cs – counter-screen for Shiga toxin inhibitors: cycloheximide protein synthesis inhibition; cell reporter, cycloheximide protein synthesis inhibition counterscreen; max response, %; 12% of 300,000 active; in the data active = max response mostly above about 13%, no sharp cut-off; inactive = mostly below about 14%; note: read at 38.3 µM for the half of the compounds with a filed dose; 0% is about no effect
* hit, by the source's call; ? = inconclusive; . = no result given; & = joins results of further samples; ! = repeats disagree; [ ] = another dose, or the depositor's remark. Unless noted, calls come from the whole dose curve; as a rule, active = well fitted curve in the direction sought with a large enough effect; inconclusive = small, poorly fitted or top-dose-only effect, or another doubt; inactive = no such curve, though single readings can be large; an effect the other way counts as inactive or inconclusive. No enrichment for hits; any-hit rate near 16%.

SMILES | AMA1 RON2 block | AmpC detergent | AmpC no deterg | FBPA Giardia inh | Shiga inhibitor | HCMV antiviral | Cycloheximide cs
COc1cccc(C(=O)NN2c3ccccc3CCc3ccccc32)c1 | -14% | -2% | -14% | -4% | 3 | ? | 14
O=C(N/N=C/c1ccccn1)c1ccc(N/N=C/c2ccccn2)cc1 | 20% | 7% | 29% | ? | 63* | -17 | 29*
O=C(NCc1ccc2c(c1)OCO2)Nc1ccc2nsnc2c1 | 16% | -2% | -23% | 0% | 3 | 16 | 3
O=C(Nc1cccc(C(=O)O)c1)/C(=C\c1ccccc1Cl)NC(=O)c1ccco1 | 0% | 5% | 39% | . | 26 | 40 | -6
CC(=O)c1ccc(NC(=O)c2ccc(-n3cncn3)c([N+](=O)[O-])c2)cc1 | 17% | 2% | -9% | . | -22 | 11 | 5
COc1ccccc1NS(=O)(=O)c1c(C)[nH]c(C)c1C(=O)N1CCCC1 | -3% | 2% | -5% | 14% | -8 | -21 | 10
Nc1c(Br)c(=O)[nH]c(=O)n1-c1ccccc1 | 7% | 1% | -18% | 4% | -5 | 33 | 6
COc1ccc(CNC(=O)Cc2cccs2)cc1 | -8% | -6% | -30% | 2% | 61* | . | 43*
CCOC(=O)c1cnc(-n2nc(C)cc2C)nc1NCc1ccc2c(c1)OCO2 | 17% | 7% | -18% | 6% | -15 | 40 | -1
N#CC1=C(S)N(c2ccc(F)cc2)C2(CCCCC2)NC1=O | 27% | 4% | -1%[2.29 µM] | ? | -5 | 18 | -1
O=C1CC(NS(=O)(=O)c2ccccc2F)CN1c1ccc2c(c1)OCCO2 (stereo not drawn) | 0% | ? | ? | . | . | 19 | .
Cc1cc(C)nc(SCc2nnc(SCC(=O)O)n2-c2ccccc2)n1 | -9% | -6% | -24% | 16% | 33 | -21 | -1
O=C(NCc1ccccn1)C(=O)C1C(=O)Nc2ccccc21 (stereo not drawn) | 69%[activator] | 7% | -25% | -2% | 4 | 50 | -1
NS(=O)(=O)c1ccc(N2N=C(c3ccc(Br)cc3)CC2c2ccc(F)cc2)cc1 (stereo not drawn) | 46%[activator] | 0% | 5.6µM* | -12% | -2 | -17 | -3
Cc1c(CCOC(=O)C2C3CC4CC(C3)CC2C4)sc[n+]1CC(=O)c1ccc(Br)cc1 (stereo not drawn) | -8%&21% | -1% | 127%[activator] | 6% | -20 | -103*! | -3
c1ccc(Oc2cc(-c3ccccc3)nc(-c3ccccc3)n2)cc1 | -3% | -6% | -19% | 0% | -6 | -16 | -2
O=C(CC12CC3CC(CC(C3)C1)C2)NCc1ccco1 | 0% | 5% | -12% | 0% | 1 | ? | -1
Cc1cccc(-n2c(O)c(C=Nc3cc(O)ccc3C)c3ccccc3c2=O)n1 | -3% | 1% | 28% | 1% | 8 | ? | 0
O=C(Nc1ccc(N2CCN(Cc3ccccc3)CC2)cc1)c1ccco1 | -6% | -1% | -16% | . | 65* | -82* | 13*
O=C(COc1ncnc2sccc12)NC1CCS(=O)(=O)C1 (stereo not drawn) | -7% | -3% | -2% | -4% | 6 | -15 | -2
[O-]/C(=C(\C(=S)Nc1ccccc1F)[n+]1ccccc1)c1ccc(OC(F)F)cc1 | -19% | -2% | -22% | -15% | -8 | -21 | 11
O=C(COc1cccc(Br)c1)NN=C1c2ccccc2-c2ccccc21 | 11% | -11% | -17% | -21% | -7 | 7 | -6
CC(NC(=O)C1CCCN1C(=O)OCc1ccccc1)c1ccccc1 (stereo not drawn) | -4% | 5% | -2% | 10% | 25 | -31 | -3
CCN(CC)CCNC(=O)C(=O)NCC1OCCN1C(=O)c1ccc2c(c1)OCO2 (stereo not drawn) | . | -20% | -16% | 9% | 1 | . | 1
Cc1ccc(OCCOc2cccc3ccc(C)nc23)c([N+](=O)[O-])c1 | ? | -2% | 91%[activator] | ? | 51 | 38 | 13
O=C(C(=O)N1CCCCC1)c1c(-c2ccccc2)[nH]c2ccccc12 | 40%[activator] | -3% | -28% | -4% | -15 | -37 | -1
Cc1ccc(N/C=C2\C(=O)C3(C)CCC2C3(C)C)cc1C (stereo not drawn) | 12% | -15% | -23% | 2% | 27 | -17 | 21*
Cc1ccc(C(=O)N/N=C/c2cc(C)n(-c3ccc(Br)cc3)c2C)cc1[N+](=O)[O-] | 35%[activator] | 14% | -29% | . | 22 | -29 | 9
CC1(C)CC(=O)C2=C(C1)NC1=C(C(=O)c3ccccc31)C2c1cccnc1 (stereo not drawn) | -4% | -1% | -27% | 0% | -5 | ? | -4
COc1ccccc1NNC(=O)C(O)(c1ccccc1)c1ccccc1 | 9% | -6% | -19% | -4% | 15 | 24 | -1

Fetched by compound from above (3):
SMILES | AMA1 RON2 block | AmpC detergent | AmpC no deterg | FBPA Giardia inh | Shiga inhibitor | HCMV antiviral | Cycloheximide cs
Cc1cc(C)nc(SCc2nnc(SCC(=O)O)n2-c2ccccc2)n1 | -9% | -6% | -24% | 16% | 33 | -21 | -1
COc1cccc(C(=O)NN2c3ccccc3CCc3ccccc32)c1 | -14% | -2% | -14% | -4% | 3 | ? | 14
CC1(C)CC(=O)C2=C(C1)NC1=C(C(=O)c3ccccc31)C2c1cccnc1 (stereo not drawn) | -4% | -1% | -27% | 0% | -5 | ? | -4

Further records.
SMILES | AMA1 RON2 block | AmpC detergent | AmpC no deterg | FBPA Giardia inh | Shiga inhibitor | HCMV antiviral | Cycloheximide cs
CCCOc1ccc(N2C(=O)CC(N(Cc3ccco3)C(=O)CCC(=O)O)C2=O)cc1 (stereo not drawn) | 9% | 4% | -14% | 2% | -1 | 2 | -2
O=C(CN1CCOCC1)N1CCCc2c1c(=O)oc1ccc(OCc3ccccc3)cc21 | -3% | ? | 198%[activator] | -6% | 0 | ? | -7
CCCc1cc(C(=O)N2CCCC(Cc3cccc(Cl)c3)(C(=O)OCC)C2)n(C)n1 (stereo not drawn) | -11% | -5% | 171%[activator] | 11% | 65* | 5 | 18
COC(=O)c1c(C)n(Cc2ccco2)c2ccc(O)cc12 | -20% | 6% | -5% | -4% | -7 | 2 | 6
NCCCCCc1cn([C@@H](CCC(=O)O)C(=O)NCCCCCCCCCCC(=O)N2CCNCC2)nn1 | -2% | ? | 41% | . | . | 5 | .
O=C(CN1C(=O)/C(=C/c2c(F)cccc2Cl)Oc2ccccc21)NCc1ccco1 | . | 5% | -45% | 1% | 77* | . | 39*
CCOC(=O)C1=C(COC(=O)c2c(OC)cccc2OC)NC(=O)NC1C (stereo not drawn) | -14% | ? | 12% | . | . | -14 | .
Cc1cc(C)cc(C(=O)NC(=S)Nc2ccc3[nH]c(=O)[nH]c3c2)c1 | 0% | -15% | -23% | -16% | -3 | 16 | -3
Cc1cccc(C(=O)Nc2ccc(O)c3c(=O)cc(-c4ccccc4Cl)oc23)c1 | 3% | ? | -23% | 6%&0% | 4&17 | ? | -11&-3
COc1ccc(N=C(C)c2c(O)n(C3CCCCC3)c(=O)[nH]c2=O)c(OC)c1 | 18% | -8% | -18% | -2% | -20 | 16 | -2
O=C(NCCc1ccccc1)C(=O)NCC1CCCO1 (stereo not drawn) | 5% | 0% | -9% | 5% | 25 | 94 | 28
Cc1c(CC(=O)O)c(=O)oc2c(C)c(OCc3ccccc3Br)ccc12 | -4% | -5% | -29% | 8% | -8 | -35 | -6
CCS(=O)(=O)N1CCN(Cc2nc3ccccc3c(=O)[nH]2)CC1 | 46%[activator] | -18% | -3% | -15% | -1 | 28 | -1
Cc1cccc(C)c1NC(=O)COC(=O)CCc1c[nH]c2ccccc12 | -7% | 2% | 2% | . | . | -13 | .
CCOc1ccc(-c2c(C(=O)N/N=C/c3cccc(Br)c3)nnn2-c2nonc2N)cc1 | 41%[activator] | 1% | 16µM* | . | 2 | -63* | 1
CCC(=O)NC1CCN(C(=S)NC)CC1 | -8% | 0% | -7% | 1% | -10 | 15 | -4
CC1=CSC2=NC(=O)/C(=C\c3cccn3-c3ccccc3)C(=N)N12 | -19% | -1% | 1% | -1% | -3 | ? | 10
CCN(CC(=O)NCc1cccs1)C(=O)c1cc(S(=O)(=O)NCc2ccccc2)ccc1C | 3% | ? | -18% | . | . | -30 | .
COC(=O)c1[nH]c2cc(OC)ccc2c1NC(=O)c1ccc2c(c1)OCO2 | -21% | 3% | -26% | -12% | -16 | -39 | 4
CCn1c(C)cc2c(c1=O)C(c1ccccc1)C(C(=O)OC)=C(N)O2 (stereo not drawn) | 10% | -5% | -13% | 5% | 21 | 24 | -4
O=C(c1ccc(N2CC3CC(C2)c2cccc(=O)n2C3)c([N+](=O)[O-])c1)N1CCCC1 (stereo not drawn) | 4% | 2% | -1% | 0% | 2 | -19 | 3
CN(CCNC(=O)c1ccc(CS(=O)(=O)c2ccc(Br)cc2)o1)CCc1ccccc1 | 13% | -1% | 125%[activator] | . | 5 | 0 | -2
CC(=O)C1=C(C)NC(SCC(N)=O)=C(C#N)C1c1sccc1C (stereo not drawn) | 14% | -2% | -15% | -5% | -13 | -37 | 1
COCc1cc(C)nc2sc(C(=O)OC(C)C)c(N)c12 | 52%[activator] | -3% | 41% | -11% | 26 | 68 | 8
Cc1ccc(C)n1-c1sccc1C(=O)O | ? | -8% | -25% | -13% | 3 | . | 0
Cc1cnc(C(=O)OCC(=O)Nc2ncc(Cl)cc2Cl)cn1 | -17% | -10% | -11% | . | . | -14 | .
CCOC(=O)N1CCC(Nc2c(N3CCN(c4cccc(C(F)(F)F)c4)CC3)c(=O)c2=O)CC1 | 10% | ? | 23% | 0% | -18 | -29 | -3
O=C(Nc1nnc(C2CC2)s1)C1CCCCC1 | 11% | 3% | -12% | . | . | 0 | .
O=C1CSC(c2cccc(F)c2)N1c1c(F)cccc1F (stereo not drawn) | -1% | -4% | -9% | 6% | -6 | -36 | 2
COC(=O)CN1C(=O)COc2ccc(S(=O)(=O)N3CCCCCC3)cc21 | -3% | 2% | 4% | 2% | -5 | -20 | -2
C/C(=N/N=C1/NC(=O)CC(C(=O)Nc2ccccc2)S1)c1cccs1 (stereo not drawn) | 11% | 2% | -3% | -1% | -3 | 8 | 12
Cn1c(-c2c(N)n(CCc3ccccc3)c3nc4ccccc4nc23)nc2ccccc21 | 121%[activator] | -13% | -12% | 13% | 12 | 37 | -1
COc1ccccc1N1CCN(Cc2cc3c(cc2Br)OCCO3)CC1 | ? | 5% | 34% | -4% | -1 | 21 | -5
COc1ccc(CC2c3cc(OC)c(OC)cc3CCN2C)cc1O (stereo not drawn) | -3% | -11% | -23% | -10% | -13 | 16 | -5
Cc1c(NC(=O)CSc2ncccn2)c(=O)n(-c2ccccc2)n1C | -13% | 1% | -12% | 0% | 15 | -25 | -3
COc1cc(/C=C2\CCCc3c2nc2ccccc2c3C(=O)O)cc([N+](=O)[O-])c1O | ? | -2% | -20% | ? | -13 | -6 | -4
